Source: PubChem
M1 antag: human CHRM1 antagonism. inhibition, % at 3 µM. CHO-K1 hM1, Fluo-8 calcium fluorescence, ACh EC80 antagonist. AID 588852. 360,000 compounds, 1.3% hits;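 active means percent inhibition above its own plate's cutoff, namely the mean of that plate's compound wells plus 3 SD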;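 further: peak over basal fluorescence ratio during 140 s after agonist addition; 0% = ACh EC80 plus DMSO and 100% = DMSO alone without agonist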
Target sequence (P11229 whole entry, looked up): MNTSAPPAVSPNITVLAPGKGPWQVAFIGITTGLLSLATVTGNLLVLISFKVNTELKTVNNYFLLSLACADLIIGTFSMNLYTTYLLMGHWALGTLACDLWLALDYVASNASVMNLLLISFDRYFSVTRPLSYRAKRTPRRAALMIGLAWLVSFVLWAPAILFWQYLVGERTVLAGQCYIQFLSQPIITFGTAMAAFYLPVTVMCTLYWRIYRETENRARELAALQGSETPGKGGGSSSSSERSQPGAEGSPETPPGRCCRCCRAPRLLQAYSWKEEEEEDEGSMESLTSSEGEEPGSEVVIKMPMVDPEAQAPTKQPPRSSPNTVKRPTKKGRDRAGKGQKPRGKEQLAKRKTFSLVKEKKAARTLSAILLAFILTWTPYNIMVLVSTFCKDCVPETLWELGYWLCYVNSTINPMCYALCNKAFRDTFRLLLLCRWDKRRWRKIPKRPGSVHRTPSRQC
OXTR potentiator: human OXTR potentiation; P30559; CHO-OTR cells, Fluo-8 calcium fluorescence, potentiator mode; 0% = oxytocin EC15, 100% = EC100; activation, % at 3 µM; 320,000 compounds, 0.061% hits;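 active means activation above that plate's cutoff, the mean activation of tested compounds plus 3 SD, cut at about 6.6% in these data, passing the limit was not always enough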;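 further: 100% uses oxytocin at 75 nM as the full agonist control; some results filed as inactive read as strong as hits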
Target sequence (P30559 whole entry, looked up): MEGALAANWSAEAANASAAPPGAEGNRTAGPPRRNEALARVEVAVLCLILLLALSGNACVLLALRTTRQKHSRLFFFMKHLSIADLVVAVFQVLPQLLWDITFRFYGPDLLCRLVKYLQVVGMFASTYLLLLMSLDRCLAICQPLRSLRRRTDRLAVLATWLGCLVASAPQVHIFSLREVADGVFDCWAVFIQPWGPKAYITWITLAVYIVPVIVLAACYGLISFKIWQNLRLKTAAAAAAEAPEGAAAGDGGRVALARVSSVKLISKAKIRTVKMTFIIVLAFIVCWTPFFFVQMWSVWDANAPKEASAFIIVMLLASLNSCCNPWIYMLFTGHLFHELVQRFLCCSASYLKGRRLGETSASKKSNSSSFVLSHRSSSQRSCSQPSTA
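Replication – single well per compound, singlicate · Assay system – CHO cell line stably expressing human OTR · Timing – 6 min pre-incubation, 100 s read · Measure – normalized max/min fluorescence ratio, % activation · Doses – 3.0 µM, one dose · Detection – Fluo-8 calcium dye fluorescence · Probe or stimulus – oxytocin near EC15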
TAAR1 antagonist: human TAAR1 antagonism | Q96RJ0 | 360,000 compounds, 1.5% hits | CHO RD-HGA16 TAAR1, Fluo-8 calcium fluorescence, antagonist | inhibition, % at 3 µM | AID 624466;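 active means inhibition above a per-plate cutoff, the mean inhibition of test compounds on that plate plus 3 SD, cut at about 49% in these data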;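 further: 0% = DMSO plus EC80 beta-PEA response and 100% = DMSO alone without agonist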
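Material: CHO RD-HGA16 cells bearing hTAAR1; compound dosing: one-point dosing, 3 µM nominal final; schedule: dye loading 75 min at 37 °C, then 30 min room temperature; measured by: calcium fluorescence with Fluo-8; control set: vehicle and agonist controls; replication: n of 1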
TAAR1 agonist: agonists of human TAAR1. Q96RJ0. CHO RD-HGA16 TAAR1, Fluo-8 calcium fluorescence; vehicle wells 0%, saturating PEA agonist 100%. activation, % at 3 µM. 360,000 compounds, 0.99% hits;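 active means activation above the mean activation of all test compounds in the run plus 3 SD, cut at about 38% in these data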
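Test system: RD-HGA16 (CHO) cells co-expressing Gα16 and hTAAR1 / Benchmarks: DMSO vehicle as 0%, PEA at EC100 as 100% / Repeats: no replicates (n 1) / Measure: % activation from peak over basal fluorescence ratio, DMSO-to-PEA scaled / Timing: 17-24 h plating, Fluo-8 75 min 37 °C, 30 min RT / Technique: kinetic Fluo-8 calcium fluorescence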
CHRM1 PAM: human CHRM1 positive allosteric modulation. P11229. activation, % at 3 µM. AID 588819. CHO-K1 hM1, Fluo-8 calcium fluorescence, ACh EC20; 0% = ACh EC20, 100% = maximal ACh. 360,000 compounds, 0.088% hits; in the data active means activation above about 19%, passing the limit was not always enough
V1R ag counter: V1a receptor agonism, counter-screen for OXTR agonists | P37288 | activation, % at 3 µM | 320,000 compounds, 0.25% hits | CHO-V1R cells, Fluo-8 calcium fluorescence, agonist mode; 0% DMSO, 100% 3 nM vasopressin;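 active means activation above the mean activation of all tested compounds plus 3 SD, per screening run, cut at about 20% in these data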;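 further: signal is peak over basal fluorescence ratio across a 100 second FLIPR read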
CHO parental Ca: signal in parental CHO cells, OX1R antagonist counter-screen; parental CHO-K1, ATP-induced calcium, Fluo-8 fluorescence; inhibition, % at 5.6 µM; 330,000 compounds, 0.63% hits; AID 463079;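 active means inhibition above that plate's mean sample inhibition plus 3 SD, cut at about 26% in these data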;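 further: 0% = ATP-challenged DMSO wells and 100% = DMSO wells without ATP; some compounds past the cut are filed as inactive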
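Material – parental CHO cells · Reagent – ATP stimulus · Compound – single nominal dose of 5.6 µM per compound · Detection – Fluo-8 fluorescence · Read-out basis – percent inhibition of calcium signal · Controls – ATP-challenged DMSO wells low, unchallenged DMSO wells high · Repeats – no replicates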
CHRM1 agonist: human M1 muscarinic receptor agonism. activation, % at 3 µM. 360,000 compounds, 0.33% hits. CHO-K1 hM1, Fluo-8 calcium fluorescence, agonist mode; 0% DMSO, 100% acetylcholine EC100. AID 588814. P11229;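 active means activation above the run's mean compound activation plus 3 SD, cut at about 16% in these data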;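 further: peak over basal fluorescence ratio within a 140 s kinetic read after compound addition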
OXTR agonist: human OXTR agonism. P30559. 320,000 compounds, 0.32% hits. AID 2435. CHO-OTR cells, Fluo-8 calcium fluorescence; normalized: DMSO 0%, oxytocin 100%. activation, % at 3 µM;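 active means activation above the mean of all tested compounds plus 3 SD, cutoff set per screening run, cut at about 20% in these data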;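 further: peak over basal fluorescence ratio from a 100 s FLIPR kinetic read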
An asterisk follows results filed as active; x = no result given; & = joins results of further samples. The order is random. About 3.7% of those tested had a hit in this group.

Compound,TAAR1 antagonist,CHO parental Ca,CHRM1 PAM,OXTR potentiator,CHRM1 agonist,OXTR agonist,TAAR1 agonist,V1R ag counter,M1 antag
Cn1c(NC(=O)c2ccc(Cl)cc2)cc(=O)n(C)c1=O,7,1,10,-7,-5,0.8,3,1.2,-3
CCOC(=O)N1CCC(Nc2cccc(SC)c2)CC1,-22,-10,0,-1,-1,1.5,7,2.4,1
CCCOC(=O)c1c(NC(=O)CCCn2nc([N+](=O)[O-])cc2C)sc(C(=O)OC)c1C,-3,-26,11,-1,-9,0.7,11,-0.1,-7
COc1ccc(OC)c(CN2C(=O)c3ccccc3C2C(=O)NCc2cccnc2)c1 (stereo not drawn),-8,-9,3,-3,-4,-0.3,2,-0.4,-7
COC(=O)CC1C(=O)NCCN1C(=S)NC(=O)c1ccccc1[N+](=O)[O-] (stereo not drawn),6,-4,0,4,-4,1.1,3,1.4,1
O=C(O)c1cccc(NC(=O)c2ccc(S(=O)(=O)c3ccccc3)cc2)c1,-13,-15,5,-5,-3,0.1,1,-0.4,-8
CC(=O)CCC(=O)N1CCC(n2nccc2NC(=O)c2ccccc2C)CC1,-19,5,14,-13,3,-0.7,4,2.3,5
Brc1ccc2c(c1)OCCOCCOCCOCCOCCO2,-5,-17,-4,-1,-3,-0.7,0,0.6,9

(more compounds)
Compound,TAAR1 antagonist,CHO parental Ca,CHRM1 PAM,OXTR potentiator,CHRM1 agonist,OXTR agonist,TAAR1 agonist,V1R ag counter,M1 antag
COc1ccc(S(=O)(=O)N2CCCCC2)cc1NC(=O)Cc1c[nH]c2ccccc12,16,-9,2,-9,-5,1.1,0,1.4,-4
CN(CC(=O)Nc1c(Cl)cccc1Cl)C(=O)c1ccccc1-c1nc2ccccc2s1,27,-33,1,0,-3,-2.2,9,-1.2,-12
CCOC(=O)c1c(NC(=S)Nc2ccccc2)sc2c1CCCCC2,x,-14,1,-2,-4,-0.9,x,-0.2,2
Cc1ccc(Cl)cc1NC(=O)Nc1cccs1,8,6,-11,-6,-3,5.3,8,8.6,10
CCOC(=O)c1oc2cccc(O)c2c1C,8,-5,5,-7,-6,2.1,7,0.2,-7
N#C/C(=C/c1cccc([N+](=O)[O-])c1)C(=O)Nc1ccccc1O,-2,-13,20,-2,3,1.1,2,0.5,-5
CCn1c(C)c(C)c2cc(C(=O)NCCCN3CCCCCC3)ccc21,-8,-20,-1,-9,-6,-0.6,1,-0.4,6
C[C@H](NS(=O)(=O)c1ccc(Cl)cc1)C(=O)OCC(=O)NCCc1ccc(S(N)(=O)=O)cc1,-1,x,7,x,-3,x,-1,x,-7

Additional compounds:
Compound,TAAR1 antagonist,CHO parental Ca,CHRM1 PAM,OXTR potentiator,CHRM1 agonist,OXTR agonist,TAAR1 agonist,V1R ag counter,M1 antag
Cc1cc(NC(=O)Cn2cc([N+](=O)[O-])cn2)n(Cc2ccc(F)cc2)n1,-9,-1,1,-8,-4,1.7,2,1.4,2
CCOC(=O)c1cc2ccccc2nc1C,2,-8,0,-2,-4,0.2,5,2.6,3
O=C(O)CC(C(=O)Nc1ccc(Cl)c(Cl)c1)C1CCCO1 (stereo not drawn),7,-4,-2,-1,-5,0.2,11,0.7,-1
O=c1[nH]c2ccccc2[nH]c1=O,-1,-6,5,7,-1,1.1,-1,1.2,-29
CCOc1ncccc1C(=O)OCC(=O)Nc1ccc(C)c(S(=O)(=O)N(C)C)c1,27,-7,1,-12,-2,1.6,8,4.3,1
CCn1cc(/C=C(\NC(=O)c2ccc(C)cc2)C(=O)NCCCN2CCOCC2)c2ccccc21,-7,x,0,x,-2,x,2,x,-1
Cc1cc(C)nc(NS(=O)(=O)c2ccc(NS(=O)(=O)c3ccsc3)cc2)n1,-2,3,-1,-7,-7,-0.3,2,0.1,-4
CC1Oc2ccccc2N(CC(=O)N2CCCCCC2)C1=O (stereo not drawn),2,-3,10,-3,-2,1.2,2,-0.1,-2

2 entries from above, with each value named.
molecule: O=C(O)CC(C(=O)Nc1ccc(Cl)c(Cl)c1)C1CCCO1 (stereo not drawn)
  TAAR1 antagonist = 7
  CHO parental Ca = -4
  CHRM1 PAM = -2
  OXTR potentiator = -1
  CHRM1 agonist = -5
  OXTR agonist = 0.2
  TAAR1 agonist = 11
  V1R ag counter = 0.7
  M1 antag = -1

molecule: CCOC(=O)c1cc2ccccc2nc1C
  TAAR1 antagonist = 2
  CHO parental Ca = -8
  CHRM1 PAM = 0
  OXTR potentiator = -2
  CHRM1 agonist = -4
  OXTR agonist = 0.2
  TAAR1 agonist = 5
  V1R ag counter = 2.6
  M1 antag = 3

Next section.
Compound,TAAR1 antagonist,CHO parental Ca,CHRM1 PAM,OXTR potentiator,CHRM1 agonist,OXTR agonist,TAAR1 agonist,V1R ag counter,M1 antag
Cc1ccc2nc(NC(=O)[C@H](C)N3C(=O)C4CC=CCC4C3=O)sc2c1 (stereo partly drawn),-11,-28,5,1,-3,-2.2,-2,-1.0,-12
CC(C)CC1Nc2ncnc(N3CCOCC3)c2N(Cc2ccccc2)C1=O (stereo not drawn),-10&-18,-4,0&-2,-3,-2&-8,0.1,7&2,0.8,4&4
COc1cc(CCC(=O)Nc2ccncc2Cl)cc(OC)c1OC,-9,-3,14,-2,1,1.1,1,1.8,-9
CCSC1=C(C#N)C(c2ccccc2Cl)C(C(=O)c2cccs2)C(O)(C(F)(F)F)N1 (stereo not drawn),-11,-6,5,-22,-2,-0.4,0,2.1,-4
CCCNC(=S)Nc1cccc(C(F)(F)F)c1,4,-3,3,-6,-2,5.0,1,6.8,-5
O=C(NC(=S)N1CCN(C/C=C/c2ccccc2)CC1)c1ccc(Cl)nc1,-10,-5,2,-2,-1,0.7,3,1.0,-1
CCOC(=O)/C(C#N)=C/NC(=O)NC(C)(C)C,-14,-2,8,-6,2,0.4,2,0.4,-31
COc1ccc(C(CNC(=O)c2ccc(N3CCCC3=O)cc2)N(C)C)cc1 (stereo not drawn),16,1,9,3,-5,2.2,3,3.4,-10

Remaining list, next part:
Compound,TAAR1 antagonist,CHO parental Ca,CHRM1 PAM,OXTR potentiator,CHRM1 agonist,OXTR agonist,TAAR1 agonist,V1R ag counter,M1 antag
O=C(CSc1nnc(-c2ccc(Cl)cc2)n1Cc1ccco1)c1cccs1,-3,-4,1,1,-7,-1.3,6,-0.9,-11
Cc1cccc(CCNC(=O)C2CCN(S(=O)(=O)c3c(C)noc3C)CC2)c1,-13,-3,6,-2,-1,2.5,2,0.8,-13
O=C(Nc1ccccc1C(=O)NCc1ccccc1)c1ccccc1,18,-24,-5,-6,-1,-1.1,13,-1.5,10
CO/N=C/NC(=O)NOCc1ccc(Cl)cc1Cl,-7,-5,8,-4,-3,-1.5,-2,-0.2,-15
CCn1c(NC(=O)c2ccc(C)cc2)c2ccccc2nc1=O,13,-11,2,-3,-4,-2.4,1,-0.6,-2
O=C(Oc1cc(=O)oc2ccccc12)c1ccccc1,-3,-10,2,1,-3,0.8,2,0.0,-7
COc1ccc(C(O)c2nc(-c3cccc(C(C)C)c3)cs2)cc1 (stereo not drawn),-16,x,9,x,-3,x,-1,x,-17
O=C(Cc1cccs1)N=Nc1c(O)[nH]c2ccc(Br)cc12,-7,-19,-5,-2,-4,-1.8,-4,-1.9,18

(next part)
Compound,TAAR1 antagonist,CHO parental Ca,CHRM1 PAM,OXTR potentiator,CHRM1 agonist,OXTR agonist,TAAR1 agonist,V1R ag counter,M1 antag
Cc1ccc(OCCn2cc(C(=O)O)c3ccccc32)cc1,0,-4,-4,-3,-6,1.8,6,1.9,4
O=C(CCc1nc(-c2cccs2)no1)NCc1ccc(F)cc1Cl,-18,-19,2,-2,-6,-2.2,2,-0.6,-6
CC(C)(C)NC(=O)COc1ccc(CNCc2cccnc2)cc1,1,-12,-1,-1,-7,2.5,1,1.5,-6
Cc1nc2cc(Cl)c(Cl)cc2n1CCCO,-15,-11,5,-6,-7,1.1,2,-1.2,-5
Cn1c(C(=O)NCCc2ccsc2)cc2c(=O)n(C)c3ccccc3c21,57*,-8,-7,-1,-5,-2.2,10,0.1,4
O=C1NCCN1CCNS(=O)(=O)c1ccc2ccccc2c1,11,-8,4,0,-4,-0.1,2,0.9,7
COc1ccc(CC(=O)OCC(=O)Nc2ccc(OC(F)F)cc2)cc1OC,1,-5,4,-6,0,1.9,-1,2.9,-7
COc1cccc(/C=C/C(=O)OCC(=O)c2cc(C)n(CC3CCCO3)c2C)c1OC (stereo not drawn),38,-6,-11,-18,8,5.9,8,6.7,0

New compounds follow:
Compound,TAAR1 antagonist,CHO parental Ca,CHRM1 PAM,OXTR potentiator,CHRM1 agonist,OXTR agonist,TAAR1 agonist,V1R ag counter,M1 antag
CCCn1c(=O)c(C(=O)NCc2ccccc2OC)c(O)c2ccccc21,-28,-6,7,-12,-3,5.2,2,-0.9,-4
COc1cc(/C=N\NC(=O)CNC(=O)C(c2ccccc2)c2ccccc2)ccc1O,29,-20,3,-5,2,1.0,5,2.4,-4
Cc1cc(-c2nn(-c3ccccc3F)cc2CN2CCN(c3ccncc3)CC2)c(C)s1,-26,-10,9,-9,-6,4.7,16,2.4,3
Cc1ccc(S(=O)(=O)NCC(=O)OCc2ccccc2Br)cc1,1,-7,2,-10,-7,-1.7,13,2.6,6
O=C(NCc1ccccn1)c1cc(-c2ccccc2Cl)on1,22,-5,9,-1,-4,-1.2,-1,0.3,-21
CCOc1ccc(N(CC(=O)NCc2ccccc2)S(=O)(=O)c2ccc(C)cc2)cc1,4,-23,4,-4,-3,-1.0,1,1.6,-8
Nc1nnc(SCC(=O)Nc2ccc(F)c(Cl)c2)n1-c1ccccc1,-6,-7,3,-19,0,1.5,5,4.1,-18
Cc1nc2cc(C(F)(F)F)ccc2n1CCNc1nc(-c2ccc([N+](=O)[O-])c(Cl)c2)cs1,6,-8,9,-6,-4,1.2,10,0.7,-13
